GASC-1 inh – inhibitors of GASC-1 histone demethylase, primary screen, biochemical, fluorescence, DELFIA europium; 330,000 compounds, 0.069% hits; GST-JMJD2C(1-420) H3K9me3 demethylation; inhibition, % at 2.35 µM; AID 2099, 2009; Lysine-specific demethylase 4C (Homo sapiens), Q9H3R0;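 active = more than half of a compound's replicate wells show inhibition beyond 50%, single wells judged on their own value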;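 also: signal counts dimethyl H3K9 product captured on neutravidin plate; 0% = median of DMSO wells and 100% = 0.3 times that DMSO median; strong numbers were not always called active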
ZTA counter – blocks Epstein-Barr virus ZTA, an EBNA-1 counter-screen | ZTA-DNA binding, fluorescence polarization | inhibition, % at 11 µM | 320,000 compounds, 0.15% hits | AID 2234; in the data active = inhibition above about 33%
Target sequence (P03206 whole entry, looked up): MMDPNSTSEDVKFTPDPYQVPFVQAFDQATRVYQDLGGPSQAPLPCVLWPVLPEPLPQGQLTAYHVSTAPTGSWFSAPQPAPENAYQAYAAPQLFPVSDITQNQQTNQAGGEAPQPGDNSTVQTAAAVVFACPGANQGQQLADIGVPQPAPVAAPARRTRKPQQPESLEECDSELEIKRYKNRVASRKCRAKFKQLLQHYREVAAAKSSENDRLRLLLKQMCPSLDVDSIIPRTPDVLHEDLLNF
EBNA-1 inh – EBNA-1 DNA-binding inhibitors, primary screen, biochemical, fluorescence polarization. inhibition, % at 14.8 µM. 300,000 compounds, 0.34% hits; in the data active = inhibition above about 28%
Fh CTSL1 inh – Fasciola hepatica cathepsin L1 inhibitors, primary screen, counter-screen for PFM18AAP inhibitor project, biochemical, QFRET, fluorogenic peptide substrate | recombinant F. hepatica cathepsin L1, Z-Leu-Arg-MCA fluorescence | inhibition, % at 5.96 µM | 300,000 compounds, 0.49% hits | AID 1906, 2009;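 active = inhibition above the mean of all tested compounds plus 3 SD, set per screening campaign, cut at about 17% in these data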;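 also: 0% = plate median of test compound wells and 100% = 1 µM Z-Phe-Ala-diazomethylketone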
TPT1 inhibitor – Candida albicans TPT1 enzyme inhibitors, primary screen, biochemical, fluorescence polarization; AID 1962, 2009; inhibition, % at 5 µM; 300,000 compounds, 0.81% hits; recombinant caTPT1, FP RNA substrate dephosphorylation;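 active = inhibition above the mean of all tested compounds plus 3 SD, set per screening campaign, cut at about 24% in these data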;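 also: plate controls were DMSO alone for no effect and ferristatin control at 100 nM for full effect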
PP1 counter – PP1-alpha phosphatase inhibitors, primary screen, counter-screen for PP5 inhibitor project, biochemical, fluorescence, OMFP substrate, single point; Serine/threonine-protein phosphatase PP1-alpha catalytic subunit (Homo sapiens), P62136; purified PP1alpha; inhibition, % at 6.7 µM; 320,000 compounds, 0.9% hits; AID 2235, 2010;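 active = inhibition above the mean inhibition of all tested compounds plus 3 SD, computed separately for each screening campaign, cut at about 15% in these data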
PP5 inh – PP5 phosphatase inhibitors, primary screen, biochemical, fluorescence; Serine/threonine-protein phosphatase 5 (Homo sapiens), P53041; purified PP5c, OMFP substrate fluorescence; inhibition, % at 6.7 µM; 320,000 compounds, 0.18% hits; AID 1987, 2009;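 active = inhibition above the campaign's mean inhibition across all tested compounds plus 3 SD, cut at about 9.5% in these data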;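 also: 0% = DMSO only and 100% = 100 µM cantharidin control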
Target sequence (P53041 whole entry, looked up): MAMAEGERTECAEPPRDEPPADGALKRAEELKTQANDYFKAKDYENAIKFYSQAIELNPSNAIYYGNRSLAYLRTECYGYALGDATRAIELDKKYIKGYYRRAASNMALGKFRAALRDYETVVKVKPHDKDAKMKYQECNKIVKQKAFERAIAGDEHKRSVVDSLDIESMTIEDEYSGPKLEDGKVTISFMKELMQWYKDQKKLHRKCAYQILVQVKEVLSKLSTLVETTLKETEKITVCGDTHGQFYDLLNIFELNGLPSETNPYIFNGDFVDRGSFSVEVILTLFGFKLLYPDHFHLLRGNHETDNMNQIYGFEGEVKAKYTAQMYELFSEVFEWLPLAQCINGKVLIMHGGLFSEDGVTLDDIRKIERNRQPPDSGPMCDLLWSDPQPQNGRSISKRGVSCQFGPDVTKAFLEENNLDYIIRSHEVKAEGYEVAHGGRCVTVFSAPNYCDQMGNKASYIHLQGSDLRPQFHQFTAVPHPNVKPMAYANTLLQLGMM
core dimer inh – inhibitors of HCV core protein dimerization, primary screen, biochemical, TR-FRET, high-throughput | TR-FRET GST/Flag-core106 dimerization, 1536-well | inhibition, % at 5 µM | 300,000 compounds, 0.33% hits | AID 1899, 2009;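 active = inhibition above the mean of all tested compounds plus 3 SD, set per screening campaign, cut at about 45% in these data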
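Material: GST/Flag-tagged HCV core106 proteins. Incubation: 4 h, 22.5 °C incubation. Read-out basis: inhibition (%) from 671 over 617 nm ratio. Measured by: TR-FRET, excitation 340 nm, emission 617 and 671 nm.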
CR mimetic SO – reduction of superoxide in aged yeast, primary screen, HTS. S. cerevisiae aged cells, superoxide DHE fluorescence; active compounds read low. superoxide response (% of plate mean), % at 10 µM. 330,000 compounds, 0.18% hits;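 active = superoxide response under a set limit, about three screen SD below normal, cut at about 65% in these data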;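 also: yeast aged for seven days with compound at 30 °C before DHE staining; 100% = average MFI of all compound-treated wells on the plate with controls excluded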
An asterisk follows results filed as active; x = not tested or not shown.

SMILES	GASC-1 inh	ZTA counter	EBNA-1 inh	Fh CTSL1 inh	TPT1 inhibitor	PP1 counter	PP5 inh	core dimer inh	CR mimetic SO
Cc1ccccc1NC(=O)N1CCCN(c2ccc(C#N)cn2)CC1	-9	15	5	-2	-4	-2	2.2	6	90
CS(=O)(=O)Nc1ccc(C(=O)NCCSCc2ccco2)cc1	6	-1	5	-1	-6	3	-2.7	-5	102
Cc1ccccc1CN1C2=NCCN2c2ccccc21	6	-10	3	-7	1	-2	-5.1	-8	92
COc1cc2c(c(OC)c1OC)-c1ccc(OC)c(=O)cc1[C@@H](N(C)CC#CCO)CC2	-7	1	2	-2	-5	-3	0.2	6	115
CC(=O)Nc1ccc(C(=O)NNC(=O)c2ccccc2-n2cccc2)cc1	8	0	x	x	x	3	2.2	x	186
C=CCS(=O)(=O)c1cccc2cccnc12	1	9	1	0	2	-5	-2.2	-1	91
Cc1ccc(N2C(=O)N(CC(=O)Nc3cc(Cl)ccc3C)C(=O)C2C)cc1 (configuration not stated)	16	-14	0	-1	-1	-5	3.1	2	100
CCc1cc2c(=O)c(-c3nc4ccccc4n3C)c(CCCC(=O)O)oc2cc1OC(=O)C(C)(C)C	0	-5	-10	2	0	-3	1.5	3	98
Cc1cccc2cn[nH]c12	0	22	0	-1	-4	0	0.7	-5	115
CCCc1c(C(=O)Nc2ccc(N3CCOCC3)cc2)cnn1-c1ccccc1	16	-9	6	1	0	-3	-1.7	-5	94
O=C(/C=C/c1ccc(O)cc1)c1ccc(O)cc1O	2	21	7	1	2	2	-0.5	12	99
COC(=O)C1C(=O)c2c(n[nH]c2C)CC1(C)C (configuration not stated)	-16	8	9	1	2	2	-1.9	1	101
O=C1c2oc3ccc(Cl)cc3c(=O)c2C(c2ccco2)N1CCN1CCOCC1 (configuration not stated)	-5	-8	-2	2	0	4	1.8	1	110
CN(C1CCCCC1)S(=O)(=O)c1ccc(S(=O)(=O)N2CCCC2)cc1	7	-4	-1	-6	-5	-1	1.2	2	93
O=C(COC(=O)c1ccc(S(=O)(=O)NCc2ccco2)cc1)NCC1CCCCC1	-2	8	-1	-4	4	-1	-0.8	10	95
Cc1nc(S(=O)(=O)Nc2ccc3c(c2)OCCO3)cn1C	8	-4	1	-3	-1	-5	1.0	-8	114
CC(C)(C)NC(=S)N/N=C/c1c(Cl)cccc1Cl	2	7	10	-2	-1	-2	1.6	5	100
Cn1nc(C(F)(F)F)c(C(=O)Nc2ccc(F)cc2F)c1Sc1ccc(C(F)(F)F)cc1	-1	20	12	6	2	6	2.9	4	103
COC(=O)CSC1=C(C#N)C(c2ccc3c(c2)OCO3)C2=C(CCCC2=O)N1 (configuration not stated)	0	-7	4	2	-6	0	1.3	1	104
CCOc1ccc(-n2c(Cc3cc(=O)[nH]c(=O)[nH]3)nnc2SC(C)C(=O)OC)cc1 (configuration not stated)	-12	7	12	1	-3	-1	-1.4	5	104

Seven compounds out of the list, arranged by molecular weight, falling:
SMILES	GASC-1 inh	ZTA counter	EBNA-1 inh	Fh CTSL1 inh	TPT1 inhibitor	PP1 counter	PP5 inh	core dimer inh	CR mimetic SO
Cn1nc(C(F)(F)F)c(C(=O)Nc2ccc(F)cc2F)c1Sc1ccc(C(F)(F)F)cc1	-1	20	12	6	2	6	2.9	4	103
COc1cc2c(c(OC)c1OC)-c1ccc(OC)c(=O)cc1[C@@H](N(C)CC#CCO)CC2	-7	1	2	-2	-5	-3	0.2	6	115
O=C(COC(=O)c1ccc(S(=O)(=O)NCc2ccco2)cc1)NCC1CCCCC1	-2	8	-1	-4	4	-1	-0.8	10	95
COC(=O)CSC1=C(C#N)C(c2ccc3c(c2)OCO3)C2=C(CCCC2=O)N1 (configuration not stated)	0	-7	4	2	-6	0	1.3	1	104
CC(=O)Nc1ccc(C(=O)NNC(=O)c2ccccc2-n2cccc2)cc1	8	0	x	x	x	3	2.2	x	186
CC(C)(C)NC(=S)N/N=C/c1c(Cl)cccc1Cl	2	7	10	-2	-1	-2	1.6	5	100
O=C(/C=C/c1ccc(O)cc1)c1ccc(O)cc1O	2	21	7	1	2	2	-0.5	12	99

Reformatted as labelled records: entries from further up.
Cc1ccccc1NC(=O)N1CCCN(c2ccc(C#N)cn2)CC1
  GASC-1 inh: -9 | ZTA counter: 15 | EBNA-1 inh: 5 | Fh CTSL1 inh: -2 | TPT1 inhibitor: -4 | PP1 counter: -2 | PP5 inh: 2.2 | core dimer inh: 6 | CR mimetic SO: 90

CS(=O)(=O)Nc1ccc(C(=O)NCCSCc2ccco2)cc1
  GASC-1 inh: 6 | ZTA counter: -1 | EBNA-1 inh: 5 | Fh CTSL1 inh: -1 | TPT1 inhibitor: -6 | PP1 counter: 3 | PP5 inh: -2.7 | core dimer inh: -5 | CR mimetic SO: 102

Carrying on.
SMILES	GASC-1 inh	ZTA counter	EBNA-1 inh	Fh CTSL1 inh	TPT1 inhibitor	PP1 counter	PP5 inh	core dimer inh	CR mimetic SO
Cn1c(=O)c(C(=O)CN2CCCc3ccccc32)c(N)n(Cc2ccccc2)c1=O	6	8	3	-2	24	3	4.3	21	103
O=c1c2cc(O)c(O)cc2oc2cc(O)c(C3OC(CO)C(O)C(O)C3O)c(O)c12 (configuration not stated)	x	-3	11	3	-11	-1	1.8	-9	85
O=C(Nc1ccc(Br)cc1)c1ccc(CSC2=NCCS2)cc1	11	10	1	-1	-1	0	4.3	-5	88
CN1CCc2c(c3ccccc3n2Cc2ccccc2)C1	2	1	-15	1	2	-4	1.8	-16	122
COc1ccccc1-c1nc(=S)c(C(C)=O)c(C)[nH]1	-8	-14	1	1	0	-2	5.7	1	121
CCCCCCOc1ccc(N2C(=O)CC(SCCN)C2=O)cc1 (configuration not stated)	4	-12	-1	2	-1	0	2.4	-9	102
Cc1cccc(C)c1NC(=O)CN1CCN(CC(=O)NCC2(N3CCCCC3)CCCCC2)CC1	7	-1	x	x	x	1	-0.8	x	90
Oc1ccccc1C(=S)N1CCCCCC1	-13	3	7	7	1	-1	-0.5	-2	94
CC(=O)N(CCP(=O)(c1ccccc1)c1ccccc1)Cc1ccco1	-2	-9	1	-2	-3	-2	2.3	-2	99
COC(=O)c1ccccc1NC(=O)c1cc(OC)cc(OC)c1	2	-6	-2	-1	2	1	2.6	-9	112
COC(=O)c1cc(NC(=O)c2cc(-c3ccc(Cl)cc3)oc2C(F)(F)F)ccc1N1CCOCC1	3	-10	-6	0	-2	-7	4.8	3	107
Cc1cccc(NC(=S)N2CCC(c3nc4ccccc4s3)CC2)c1	6	1	5	-4	-2	-3	2.5	3	98
NC(=O)COC(=O)c1ccc(-c2ccc(O)cc2)cc1	-2	18	15	-2	0	-2	-2.4	-4	87
CC(C)(C)C(=O)Oc1cc(N)n(S(=O)(=O)c2ccccc2)n1	-3	-3	-8	-1	-2	-3	3.3	-4	98
O=C(COc1ccccc1)NCC(=O)N/N=C/c1ccc(Br)cc1	-4	-7	14	9	-5	-8	-9.0	-9	98
CCN(CC)C(=O)c1ccc(COc2ccc(Cl)c(C)c2)o1	7	27	9	0	-2	2	0.5	-1	98
Cc1cccc(N2C(=O)C(O)=C(C(=O)c3cccs3)C2c2ccc(C(C)C)cc2)n1 (configuration not stated)	0	5	12	1	-3	23*	-1.4	20	83
COc1ccccc1CNC(=O)COC(=O)c1cccc(S(=O)(=O)N2CCCCC2)c1	0	-11	6	-6	-3	-3	1.3	-2	108
CCc1ccccc1OCCCCN1CCCCC1	10	-8	11	2	0	-1	0.6	-1	90
NC(=O)CC(NC(=O)Cc1ccc(Br)cc1)c1ccc(N2CCC(N3CCCC3)CC2)c([N+](=O)[O-])c1 (configuration not stated)	-5	9	12	-1	-2	0	2.0	0	95

Other structures:
The line under a structure holds: GASC-1 inh	ZTA counter	EBNA-1 inh	Fh CTSL1 inh	TPT1 inhibitor	PP1 counter	PP5 inh	core dimer inh	CR mimetic SO
> Cc1cc(C)n(-c2cccc(CN3CCC(CO)(Cc4ccccc4)CC3)c2)n1
→ -37	-3	1	3	-3	-1	-1.0	-3	88
> COc1cc(CCN2C(=O)N[C@@H](CCc3ccccc3)C(C(C)=O)=C2C)cc(OC)c1OC
→ -8	8	5	0	-2	-2	-0.8	0	92
> Cn1c(=O)c2c(nc(CN3CCN(c4ccccc4F)CC3)n2CCCc2ccccc2)n(C)c1=O
→ 10	-9	6	2	-2	-2	1.3	7	90
> Cc1csc(SCC(=O)Nc2cc(S(=O)(=O)N(C)C)ccc2C)n1
→ 186	5	0	6	-1	-4	1.7	2	91
> CCOC(=O)c1ccc(NC(=O)CSc2nnc(C3CC3)n2CC)cc1
→ -1	2	2	5	-5	-4	1.1	8	86
> CCSc1nc(-c2ccccc2)nc2c1CCCC2
→ -15	-5	3	-3	0	1	3.0	-15	88
> CCc1noc(C)c1C(=O)N1CCN(S(=O)(=O)c2ccccc2C(F)(F)F)CC1
→ -4	3	x	x	x	-4	0.5	x	105
> CCOC(=O)c1cccnc1SC(CC)C(=O)N1CCOCC1 (configuration not stated)
→ 7	-4	15	-4	0	3	-0.8	3	117
> COc1ccccc1-c1noc2ncnc(Nc3cccc(C)c3)c12
→ 1	4	6	0	-2	-1	0.0	-15	93
> Cc1ccc(O)c(C(=O)c2cnc3c(c2)c(C)nn3-c2ccccc2)c1
→ 6	-11	1	0	0	1	0.6	-7	101
> O=C(COC(=O)C1CCN(S(=O)(=O)c2ccccc2C(F)(F)F)CC1)NCc1ccc(F)cc1
→ -2	-2	-4	-11	4	0	0.8	-7	76
> CCOc1ccc(NC(=O)CC2S/C(=N/N=C3CCCCCC3)NC2=O)cc1 (configuration not stated)
→ 3	14	7	3	1	3	1.1	14	99
> COc1ccc2nc(NC(=O)c3cccc(OCc4c(C)noc4C)c3)sc2c1
→ 14	2	-25	0	5	0	3.2	11	103
> Cc1ccc(NCc2ccccc2O)cc1C
→ 11	3	3	-2	1	0	2.0	-6	95
> CSc1nc(C)c(C(=O)Nc2ccccc2)c(C)c1C#N
→ 1	-1	5	5	-2	0	0.0	2	99
> Cc1c(-c2ccccc2)[nH]n2c(=O)c3c(nc12)CCCC3
→ 0	-17	-6	-4	-2	-1	4.1	-2	111
> CCOC(=O)c1ccccc1OC(=O)CS(=O)c1ccccc1[N+](=O)[O-] (configuration not stated)
→ -5	-6	-7	3	1	0	3.0	-3	131
> Cc1cc(OCC(=O)NCCc2ccc(S(N)(=O)=O)cc2)c2c(C)cc(=O)oc2c1
→ 6	-1	-5	1	0	-2	0.2	-1	99
> CCn1cc(C(=O)OCC(=O)Nc2c(C)n(C)n(-c3ccccc3)c2=O)c(=O)c2ccc(C)nc21
→ -7	6	5	11	1	-1	0.2	-1	80

Screens (PubChem)

Compounds as they come; about 3.1% have a hit in one of these screens.
